Y pestis TopoI: inhibitors of Yersinia pestis topoisomerase I. Y. pestis Topo-I cleavage product accumulation, plate reader. activity, % at 10 µM. actives 0.064% (n = 360,000). AID 504884; in the data active = activity above about 50%, passing the limit was not always enough; note: inactives centre near 2
MazF activator: increases E. coli MazEF RNase cleavage of RNA; P0AE70; FAM/BHQ RNA-DNA oligo cleavage fluorescence, 5 h; activation, % at 20 µM; actives 0.32% (n = 350,000); AID 504720; in the data active = activation above about 50%
Target sequence (P0AE70 whole entry, looked up): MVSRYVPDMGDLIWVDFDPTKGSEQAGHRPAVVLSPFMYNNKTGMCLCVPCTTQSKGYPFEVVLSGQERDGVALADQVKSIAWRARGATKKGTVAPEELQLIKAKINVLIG
PrPC TRFRET: cell surface PrPC inhibition, primary TR-FRET screen. P04156. TR-FRET read-out. inhibition, % at 13.8 µM. actives 0.43% (n = 370,000); in the data active = inhibition above about 24%; note: 0% = median of the test wells and 100% = reference compound wells
BH1578 lux ind: inducers of Vibrio cholerae quorum light production without autoinducers; V. cholerae BH1578 lux reporter, luminescence, 6 h; activation, % at 18.7 µM; actives 0.16% (n = 350,000); AID 588436; in the data active = activation mostly above about 9.7%, no sharp cut-off; note: not every result past the cut was called active; inactives centre near 0; reference of the scale not given here
CCHFV vOTU inh: blocks the CCHF virus ovarian tumor domain protease; inhibition, % at 11.5 µM; CCHFV vOTU protease, Pep-AMC fluorescence; actives 0.55% (n = 370,000); in the data active = inhibition above about 30%; note: 0% = vehicle wells with enzyme and 100% = no enzyme wells
VHR inh abs: inhibitors of human VHR1 phosphatase (DUSP3); recombinant VHR phosphatase, pNPP absorbance; P51452; inhibition, % at 13.3 µM; actives 0.52% (n = 290,000); AID 1654; in the data active = inhibition above about 50%; note: some compounds called inactive have numbers as strong as hits
Target sequence (P51452 whole entry, looked up): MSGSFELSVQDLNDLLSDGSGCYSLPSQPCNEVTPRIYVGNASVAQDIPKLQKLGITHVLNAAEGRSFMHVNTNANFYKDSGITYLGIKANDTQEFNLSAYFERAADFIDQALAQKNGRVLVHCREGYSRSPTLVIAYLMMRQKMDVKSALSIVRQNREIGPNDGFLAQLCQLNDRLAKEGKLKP
TcdB GH inh: TcdB glycohydrolase inhibition | P18177 | TcdB glycohydrolase enzymatic assay, plate reader | inhibition, % at 9.99 µM | actives 0.24% (n = 350,000) | AID 652162; in the data active = inhibition above about 10%
Rv3671c protease: Rv3671c (M. tuberculosis) protease inhibition; inhibition, % at 5.96 µM; actives 0.048% (n = 320,000); in the data active = inhibition above about 38%;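 note: extracellular domain of Rv3671c used as enzyme; 0% = enzyme with DMSO and 100% = no enzyme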
Target sequence (P9WHR9 whole entry, looked up, the tested form may be a part): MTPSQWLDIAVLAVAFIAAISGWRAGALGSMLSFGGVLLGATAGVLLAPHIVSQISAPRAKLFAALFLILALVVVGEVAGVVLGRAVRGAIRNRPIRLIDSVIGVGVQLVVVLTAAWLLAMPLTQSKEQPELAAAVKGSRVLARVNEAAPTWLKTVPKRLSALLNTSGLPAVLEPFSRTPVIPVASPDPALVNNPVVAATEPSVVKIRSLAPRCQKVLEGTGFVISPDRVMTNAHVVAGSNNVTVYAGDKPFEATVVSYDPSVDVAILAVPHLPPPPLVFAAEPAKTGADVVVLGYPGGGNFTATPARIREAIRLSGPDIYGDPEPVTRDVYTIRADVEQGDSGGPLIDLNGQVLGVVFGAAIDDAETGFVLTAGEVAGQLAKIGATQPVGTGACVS
3CLpro inhibitor: SARS-CoV 3CLpro protease inhibition. P0C6X7. recombinant SARS-CoV 3CLpro, quenched FRET peptide cleavage. inhibition, % at 6 µM. actives 0.14% (n = 290,000); in the data active = inhibition above about 12%
PriA SSB inh: inhibitors of Klebsiella pneumoniae PriA binding to SSB C-terminal tail | AlphaScreen SSBct-PriA binding, biotinylated peptide | inhibition, % at 33 µM | actives 0.6% (n = 430,000) | AID 1272365; in the data active = inhibition mostly above about 37%, no sharp cut-off; inactive = mostly below about 20%;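 note: plate controls were negative control peptide for no effect and reference peptide for full effect; strong numbers were not always called active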
* hit, by the source's call; i = inactive; . = no result given. Some of the compounds tested. The share of hits here may be higher or lower than overall.

SMILES	Y pestis TopoI	MazF activator	PrPC TRFRET	BH1578 lux ind	CCHFV vOTU inh	VHR inh abs	TcdB GH inh	Rv3671c protease	3CLpro inhibitor	PriA SSB inh
CC(C)c1ccc(/C=C/C2=NNC(=O)CC2)cc1	12	-12	1	i	4	26	1.7	0	-2	-7
CCN(C(=O)c1ccc(Cl)c(S(=O)(=O)Nc2c(C)n(C)n(-c3ccccc3)c2=O)c1)c1ccccc1	-10	2	4	i	14	.	0.2	0	.	-4
O=C(Nc1ccc(OC(F)(F)C(F)F)c(NC(=O)c2ccc(F)cc2)c1)c1ccc(F)cc1	3	7	2	i	9	.	.	-5	2	-7
Cc1cccc(NC(=O)C2CC(=O)OC23CCCCC3)c1 (stereo unspecified)	-4	-8	-2	i	9	4	.	-3	-2	5
COCC(C)n1c(SCC(=O)Nc2ccc3c(c2)OCCO3)nc2ccccc2c1=O (stereo unspecified)	6	7	-1	-0.6	7	.	2.2	4	.	6
Cc1ccc(NC(=O)C2CCN(c3cnccn3)CC2)cc1	1	-6	8	-1.5	10	20	-0.4	-3	0	-7
O=C(CCCNC(=O)/C(=C/c1ccc(Br)cc1)NC(=O)c1ccccc1)OCc1ccccc1	41	-1	9	i	6	22	1.2	5	-4	9
CC(C)(C)n1ncc2c(=O)n(Cc3cccc(Cn4cnc5c(cnn5C(C)(C)C)c4=O)c3F)cnc21	11	3	5	-0.8	0	.	0.4	-9	.	4
CSc1nc2c(c(=O)[nH]1)C(c1ccc(C(F)(F)F)cc1)CC(=O)N2 (stereo unspecified)	3	6	2	-0.6	5	38	0.4	6	5	-11
S=C(Nc1ccc(Br)cc1Cl)N1CCCC1	-4	-2	4	i	-2	18	1.4	3	0	-10
CCc1c(C)[nH]c2ccccc2c1=O	-4	1	-3	i	1	-6	.	3	-3	-13
COc1cccc(-n2nnnc2SCC(=O)Nc2ccc(C(C)=O)cc2)c1	6	6	5	1.2	-2	1	.	-5	-2	-20
CNc1cc(C(F)(F)F)nc(-c2ccccn2)n1	-1	7	3	-1.4	-7	22	.	2	0	0
C=CCN(CC(=O)Nc1c(C)cccc1CC)C(=O)SCCC	2	1	-3	.	-1	-21	.	2	-6	-29
CCOC(=O)N1CCN(CC(=O)Nc2ccc(Oc3ccccc3)cc2)CC1	15	1	3	0.5	9	7	.	1	3	-11
c1cc[n+](CCCC[n+]2ccccc2)cc1	0	9	7	i	-5	13	-1.0	-8	7	0
CC(=O)NS(=O)(=O)c1ccccc1	4	11	0	-1.7	-12	23	.	-4	-1	1
CCOc1ccccc1OCc1nn2c(-c3ccc(C)cc3)nnc2s1	17	-1	22	i	-5	4	1.4	-9	5	-20
COc1ccc(OC(=O)NCCc2ccccc2)cc1	0	2	8	-0.2	23	29	0.0	-2	1	-18
COC(=O)Cc1c(O)ccn(Cc2ccc3c(c2)OCO3)c1=O	4	14	-1	-1.2	6	26	0.9	0	-3	-12
CCOc1cccc(Oc2ccc(C(F)(F)F)cn2)c1	4	-3	5	-0.5	-4	10	1.1	-9	-5	-9
O=C(CCCc1ccccc1)Nc1ccnn1C1CCN(Cc2ccc(Cl)cc2)CC1	5	-7	-9	i	2	1	-9.2	4	4	-1
Cc1cc(C(F)F)n2nc(C(=O)Nc3cccc(C(F)(F)F)c3)nc2n1	-5	7	6	i	-3	17	.	12	2	-9
COCCN(CC(=O)NCC1CCCO1)C(=O)CCC(=O)Nc1cc(C)ccn1 (stereo unspecified)	-1	4	3	-9.8	28	0	.	8	3	-10
Cc1cc(C)n2nc(C(=O)Nc3cc(S(=O)(=O)N4CCCCC4)ccc3C)nc2n1	12	5	6	-1.3	-2	.	0.7	7	.	-9
CN(C)c1ccc(Cc2ccc(N(C)C)cc2)cc1	-5	-3	-3	i	8	.	0.7	.	.	75
COc1ccc(C(O)C2c3c(cc4c(c3OC)OCO4)CCN2C)c(CO)c1OC (stereo unspecified)	-4	.	-3	-0.3	0	.	0.3	.	.	.
O=C(Cn1nc(-c2ccccc2)oc1=O)OCC(=O)c1ccccc1	8	-3	-8	i	4	.	0.5	1	.	-2
O=C(CC1C(=O)NCCN1Cc1ccccc1)NC1CCCCC1 (stereo unspecified)	4	-10	-1	-0.5	-3	.	0.5	.	.	.
O=c1c2c(nc3cc(-c4ccccc4Cl)[nH]n13)CCS2	-1	2	3	i	2	10	1.3	1	3	-5
CC(=O)/C(N)=N/Nc1cccc(Cl)c1	-8	13	-2	i	1	4	0.2	-30	4	.
CC1(CCc2ccccc2)NC(=O)N(CC(=O)Nc2ccc3c(c2)OCCO3)C1=O (stereo unspecified)	-6	4	-1	i	-16	18	0.6	-2	-3	2
COc1ccc(OC)c(NC(=O)Nc2nc(C(N)c3ccccc3Cl)cs2)c1 (stereo unspecified)	-23	.	-1	-0.6	-5	.	-0.2	.	.	.
O=C(NCC(c1ccc(F)cc1)N1CCOCC1)c1cc(F)c(F)c(F)c1F (stereo unspecified)	-4	-6	-1	i	-12	9	0.8	4	1	-1
CCCCn1c(N)c(N(Cc2ccccc2OC)C(=O)c2ccc(N3CCCC3=O)cc2)c(=O)[nH]c1=O	-2	2	-2	i	11	.	1.2	5	.	-11
NC(=O)COc1ccc(Nc2nnc(-c3ccc(O)cc3)c3ccccc23)cc1	-3	6	3	i	-3	0	2.4	-3	1	9
CC1C(c2ccccc2)N(C)CCC12NC(=O)NC2=O (stereo unspecified)	1	-1	3	i	-7	-21	.	5	0	-12
CCN1CCN(Cc2c(OC)ccc3ccccc23)CC1	7	6	-12	-0.2	-9	6	.	-1	2	-11
CCNc1oc(COc2ccccc2F)nc1C#N	-4	5	1	-2.0	-2	6	.	2	-4	-12
COc1cc(SC)ccc1C(=O)Nc1ccc(C)cc1	18	1	-9	-0.2	5	10	3.1	3	6	-15
CSCC[C@H](NC(=O)[C@@H]1Cc2ccccc2CN1)C(=O)NC1CCCC1	3	5	-8	-0.1	4	-9	0.9	-3	3	0
Cc1nn(C)c(Cl)c1S(=O)(=O)N[C@@H](c1ccccc1)[C@]1(C)C[C@H]1[C@@H](C)C(=O)Nc1ccc2ccccc2c1	4	0	6	-1.2	3	12	-2.0	-37	0	-27
COc1ccc(-n2nc(C(=O)NCC(=O)NCCCN3CCN(C)CC3)c3ccccc3c2=O)cc1	-5	-2	-3	i	-15	36	-0.5	4	1	-8
CCCOc1ccc(-c2c(C(=O)N/N=C/c3ccccc3)nnn2-c2nonc2N)cc1	-2	-8	9	-0.3	9	19	1.3	-8	6	i
CN(Cc1ccc(OC(F)F)cc1)C(=O)c1cccc(S(=O)(=O)N2CCN(c3ccccc3)CC2)c1	27	2	7	-0.8	6	.	0.5	.	.	-8

Shown with values under each structure: part of the list above.
Every second line gives: Y pestis TopoI	MazF activator	PrPC TRFRET	BH1578 lux ind	CCHFV vOTU inh	VHR inh abs	TcdB GH inh	Rv3671c protease	3CLpro inhibitor	PriA SSB inh
- O=C(Cn1nc(-c2ccccc2)oc1=O)OCC(=O)c1ccccc1
 : 8	-3	-8	i	4	.	0.5	1	.	-2
- O=C(CC1C(=O)NCCN1Cc1ccccc1)NC1CCCCC1 (stereo unspecified)
 : 4	-10	-1	-0.5	-3	.	0.5	.	.	.
- O=c1c2c(nc3cc(-c4ccccc4Cl)[nH]n13)CCS2
 : -1	2	3	i	2	10	1.3	1	3	-5
- CC(=O)/C(N)=N/Nc1cccc(Cl)c1
 : -8	13	-2	i	1	4	0.2	-30	4	.
- CC1(CCc2ccccc2)NC(=O)N(CC(=O)Nc2ccc3c(c2)OCCO3)C1=O (stereo unspecified)
 : -6	4	-1	i	-16	18	0.6	-2	-3	2
- COc1ccc(OC)c(NC(=O)Nc2nc(C(N)c3ccccc3Cl)cs2)c1 (stereo unspecified)
 : -23	.	-1	-0.6	-5	.	-0.2	.	.	.
- O=C(NCC(c1ccc(F)cc1)N1CCOCC1)c1cc(F)c(F)c(F)c1F (stereo unspecified)
 : -4	-6	-1	i	-12	9	0.8	4	1	-1
- CCCCn1c(N)c(N(Cc2ccccc2OC)C(=O)c2ccc(N3CCCC3=O)cc2)c(=O)[nH]c1=O
 : -2	2	-2	i	11	.	1.2	5	.	-11
- NC(=O)COc1ccc(Nc2nnc(-c3ccc(O)cc3)c3ccccc23)cc1
 : -3	6	3	i	-3	0	2.4	-3	1	9
- CC1C(c2ccccc2)N(C)CCC12NC(=O)NC2=O (stereo unspecified)
 : 1	-1	3	i	-7	-21	.	5	0	-12
- CCN1CCN(Cc2c(OC)ccc3ccccc23)CC1
 : 7	6	-12	-0.2	-9	6	.	-1	2	-11
- CCNc1oc(COc2ccccc2F)nc1C#N
 : -4	5	1	-2.0	-2	6	.	2	-4	-12
- COc1cc(SC)ccc1C(=O)Nc1ccc(C)cc1
 : 18	1	-9	-0.2	5	10	3.1	3	6	-15
- CSCC[C@H](NC(=O)[C@@H]1Cc2ccccc2CN1)C(=O)NC1CCCC1
 : 3	5	-8	-0.1	4	-9	0.9	-3	3	0
- Cc1nn(C)c(Cl)c1S(=O)(=O)N[C@@H](c1ccccc1)[C@]1(C)C[C@H]1[C@@H](C)C(=O)Nc1ccc2ccccc2c1
 : 4	0	6	-1.2	3	12	-2.0	-37	0	-27
- COc1ccc(-n2nc(C(=O)NCC(=O)NCCCN3CCN(C)CC3)c3ccccc3c2=O)cc1
 : -5	-2	-3	i	-15	36	-0.5	4	1	-8

Remaining list, next part.
SMILES	Y pestis TopoI	MazF activator	PrPC TRFRET	BH1578 lux ind	CCHFV vOTU inh	VHR inh abs	TcdB GH inh	Rv3671c protease	3CLpro inhibitor	PriA SSB inh
C/C(=N\NC(=O)c1ccc(Cl)cc1)c1ccc2[nH]ccc2c1	-7	4	14	i	7	10	2.7	5	-3	.
COCCn1nnnc1C(C(C)C)N1CCCC(C)C1 (stereo unspecified)	5	6	2	-0.6	3	16	0.6	-10	-5	-10
CCCCn1c(C23CC4CC(CC(C4)C2)C3)n[nH]c1=S	6	-3	2	0.4	20	-8	2.7	-3	2	2
Brc1ccccc1-c1nnc(COc2ncnc3ccccc23)o1	5	4	10	i	5	15	-0.2	-8	2	-19
Cn1cc(Br)c(C(=O)N2CCc3ccccc32)n1	4	1	-3	1.5	0	-18	.	-4	9	-6
O=C(NCC(=O)N1CCN(c2ccccc2O)CC1)c1cccs1	0	-1	-2	i	-9	.	0.1	-2	.	-27
C=CCn1c(SCC(=O)Nc2ccccc2OC)nnc1-c1ccco1	.	.	1	.	3	-10	.	.	-6	.
O=C1c2ccccc2C(=O)C1(CO)c1ccc(OC(F)F)cc1	6	0	-3	-0.2	15	-7	-0.5	8	-2	6
COc1ccccc1NS(=O)(=O)c1cccc(NC(=O)NCCCl)c1	7	-12	-4	-3.2	-9	-13	1.9	5	5	-5
CC(C)(C)C(=O)NC(=S)N1CCc2ccccc21	-5	2	7	i	-7	6	-0.8	-4	3	1
CN(Cc1ccccc1)c1ncnc2sccc12	3	13	9	i	-6	28	0.4	10	-3	-5
Cc1ccc(S(=O)(=O)N2CCC(C(=O)Nc3ccncc3)CC2)cc1	-4	2	0	i	-10	.	0.4	12	.	-17
CC(=O)NC1CC2CCCC(C1)N2C(=O)Nc1ccc(Cl)cc1 (stereo unspecified)	3	13	1	i	5	.	0.8	.	.	.
CN(Cc1ccc2nsnc2c1)C(=O)C1CCC(=O)N(CCc2ccccc2)C1 (stereo unspecified)	-2	-6	-20	i	6	.	-0.6	.	.	.

Assay outcomes deposited in PubChem by several laboratories.
